# GSK3 alpha inh: inhibitors of human GSK-3 alpha kinase; 320,000 compounds, 0.1% hits; inhibition, % at 10 µM; ADP-Glo luminescence, 60 min;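 in the data active means inhibition above about 50%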;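 further: GST-tagged GSK-3 alpha with peptide substrate and 25 µM ATP; 0% = DMSO neutral wells and 100% = GW8510 positive control wells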
# PolyA inhibitor: blocks polyadenylation in yeast reporter cells. S. cerevisiae SKY197-pL101 polyadenylation reporter, beta-gal luminescence; efflux-impaired pdr1/pdr3 knockout yeast; score 100 = 6 SD above DMSO. calls only at 12 µM. 300,000 compounds, 0.02% hits;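 active means lowest replicate activity score at least 50, where 100 means six control SD above control mean; inconclusive means lowest score under 50 but half or more replicates reach 50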;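 further: yeast exposed to compound for 9 h at 30 °C; higher score means more reporter readthrough which indicates perturbed polyadenylation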
# HSP90 inh: HSP90 refolding inhibition in rabbit reticulocyte lysate; 290,000 compounds, 0.91% hits; luciferase refolding luminescence, 3 h; inhibition, % at 5.6 µM;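 active means inhibition above the screen-wide mean plus 3 SD, computed separately per campaign, cut at about 16% in these data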;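 further: 0% = DMSO wells and 100% = 60 µM geldanamycin wells; inhibitors lower the luminescence because luciferase stays unfolded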
# HSF1 activator: increases HSF-1 driven luciferase reporter signal; NIH3T3-HGL HSF-1 luciferase reporter, MG132, 8 h; 100% = twice DMSO control signal; activation, % at 9 µM; 300,000 compounds, 1.7% hits; AID 504408;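 active means mean replicate activation of at least 50% with a set share of replicates each reaching 50%; inconclusive means only one of those two conditions met; inactive means mean below 50% and too few replicates reaching it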;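 further: 0% = median of the neutral control wells and 100% = twice that signal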
# Platelet DG rel: platelet dense granule release activity | human platelet-rich plasma, SFLLRN dense granule ATP release, luminescence | inhibition, %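 (compounds screened at 7.5 µM in platelet-rich plasma)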 | 300,000 compounds, 0.22% hits;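 active means mean replicate score, as percent of positive control, at or above 50; inconclusive means mean below 50 but at least one replicate at or above 50; inactive means mean and every replicate below 50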
# HSF1 inh: HSF1 inhibition; AID 2098; NIH3T3-HGL HSE-luciferase, MG132-induced, luminescence 8 h; active compounds read low; activity change, negative = inhibition, % at 7.5 µM (by protocol); 300,000 compounds, 0.77% hits;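 active means more than half of replicate wells show activity change below -50%, luminescence cut by over half; inconclusive means some wells, but at most half, below -50%; inactive means no replicate well below -50%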;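 further: luciferase reports HSF-1 transcriptional activity via heat shock element; 0% = median of DMSO wells and -100% = zero luminescence signal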
# AI-2 QS modul: modulators of Vibrio harveyi AI-2 quorum sensing system; Vibrio harveyi JMH597 AI-2 luminescence/OD600 ratio, 9 h; active compounds read low; strain lacks LuxN and CqsS sensors; 0 = neutral-control median; activity change, % at 7.5 µM; 300,000 compounds, 0.4% hits; AID 2094; in the data active means activity change below about -75%, passing the limit was not always enough; inconclusive means no clear call, values can overlap the other calls;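 further: luminescence divided by OD600 gain over 9 h not by final OD600 alone; inactives centre near 13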
# HDAC3 inh: human HDAC3 inhibition; O15379; recombinant HDAC3, fluorogenic peptide/trypsin coupled, fluorescence; inhibition, % at 8.3 µM; 320,000 compounds, 0.15% hits; AID 2718; in the data active means inhibition above about 26%, passing the limit was not always enough; inconclusive means no clear call, values can overlap the other calls
# Target sequence (O15379 whole entry, looked up): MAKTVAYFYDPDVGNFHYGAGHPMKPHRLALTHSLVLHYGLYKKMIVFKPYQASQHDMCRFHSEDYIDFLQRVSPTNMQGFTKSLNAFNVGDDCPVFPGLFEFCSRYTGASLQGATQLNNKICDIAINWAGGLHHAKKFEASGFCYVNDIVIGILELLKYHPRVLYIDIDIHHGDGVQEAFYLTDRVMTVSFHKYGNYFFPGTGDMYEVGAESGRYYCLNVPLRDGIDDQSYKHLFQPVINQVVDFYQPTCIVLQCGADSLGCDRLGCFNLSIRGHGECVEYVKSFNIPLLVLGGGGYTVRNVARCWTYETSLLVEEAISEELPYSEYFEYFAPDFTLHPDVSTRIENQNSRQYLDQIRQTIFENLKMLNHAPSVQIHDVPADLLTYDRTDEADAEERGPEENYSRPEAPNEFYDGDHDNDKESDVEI
# DYRK1A inh: inhibitors of rat Dyrk1A kinase | Q63470 | 310,000 compounds, 0.43% hits | AID 504441 | ADP-Glo luminescence, NFATc1 peptide | inhibition, % at 12.5 µM; in the data active means inhibition above about 50%;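 further: plate controls were vehicle with enzyme for no effect and no enzyme for full effect; many of its hits are not listed in these tables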
# GSK3beta inhib: inhibitors of human GSK3beta kinase. 300,000 compounds, 0.038% hits. GST-GSK3beta kinase, ADP-Glo luminescence, 60 min; active compounds read low. activity score (negative = inhibition), % at 10 µM. AID 2097;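 active means more than half of replicate wells score below -50%, meaning over 50% inhibition versus plate controls; inconclusive means some replicates but at most half score below -50%; inactive means no replicate scores below -50%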;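 further: 0% = median DMSO wells and -100% = median GW8510 positive control wells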
# Target sequence (P49841 whole entry, looked up): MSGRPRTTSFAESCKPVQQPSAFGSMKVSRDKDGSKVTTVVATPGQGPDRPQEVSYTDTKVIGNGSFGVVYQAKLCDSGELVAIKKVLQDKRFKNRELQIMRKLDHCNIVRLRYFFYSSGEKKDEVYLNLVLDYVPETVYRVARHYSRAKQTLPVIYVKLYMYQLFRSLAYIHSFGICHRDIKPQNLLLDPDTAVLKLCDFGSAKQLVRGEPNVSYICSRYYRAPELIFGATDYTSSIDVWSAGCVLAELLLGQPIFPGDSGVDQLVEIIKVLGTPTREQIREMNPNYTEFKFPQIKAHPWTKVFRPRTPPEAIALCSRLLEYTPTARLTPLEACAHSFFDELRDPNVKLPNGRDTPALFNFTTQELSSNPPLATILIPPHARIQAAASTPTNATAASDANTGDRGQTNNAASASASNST
#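 Test system: GST-fused GSK3beta enzyme, cell-free | Quantity: 1.6 ng GST-GSK3beta enzyme per well | Reagent: 25 µM ATP with peptide substrate | Schedule: 60 min enzyme reaction, room temperature | Signal: Luminescent ADP-Glo measurement of ADP formed | Read-out basis: Score relative to plate controls | Control set: DMSO and 20 µM GW8510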
# * hit, by the source's call; i = inactive; ? = inconclusive; . = no result given. This is a subset. The share of hits here may be higher or lower than overall.
GSK3beta inhib	Platelet DG rel	GSK3 alpha inh	AI-2 QS modul	HSP90 inh	HDAC3 inh	PolyA inhibitor	DYRK1A inh	HSF1 activator	HSF1 inh	SMILES
1.2	-5.3	1.7	0.2	-0.2	5.8	i	3.8	-6.0	3.8	O=C(O)CCC(=O)N1CCc2cc(S(=O)(=O)N3CC=C(c4ccccc4)CC3)ccc21
-4.7	-19.0	.	25.7	-1.8	2.4	i	-1.3	4.2	12.0	O=C(CSc1ccc(Cl)cc1)Nc1ccc(N2CCN(C(=O)c3ccco3)CC2)cc1
1.0	29.0	1.9	2.2	-2.9	-2.0	i	6.5	-9.1	-2.9	COc1ccc(S(=O)(=O)NC(CC(=O)NCc2ccc3c(c2)OCO3)c2ccco2)cc1 (stereo not drawn)
.	-5.5	1.4	.	.	-2.9	.	16.4	-62.8	?	O=C(Cn1[nH]c(=O)c2ccccc2c1=O)OCC(=O)c1ccccc1Cl
-5.8	-3.2	1.8	-16.2	-1.1	-2.8	i	-7.6	27.6	-2.5	O=C(OCc1cn(-c2ccc(Cl)c(Cl)c2)nn1)c1ccccc1
-23.1	9.2	-1.8	17.4	-4.1	-5.7	i	-4.5	-8.8	7.7	CCOc1ccc(CNC(=O)CCC(=O)N2Cc3ccccc3Oc3ncccc32)cc1
1.4	20.7	-2.5	20.8	-4.0	10.3	i	3.5	0.1	-2.6	O=C(c1nc2ccc(Cl)cn2c1CN1CCC(O)CC1)N1CCc2ccccc2C1
3.1	1.2	0.3	15.9	-1.1	-4.5	i	34.8	-1.9	-3.4	Cc1cc(C(=O)O)ccc1-n1c(C)cc(C=C2C(=O)c3ccccc3C2=O)c1C
-4.0	14.4	8.9	10.5	3.5	-1.0	i	-4.1	7.2	-8.2	Cc1ccc(C(=O)NC2CC(C)(C)NC(C)(C)C2)c(C)c1
2.2	3.9	-1.8	38.2	-3.6	0.5	i	-1.5	5.0	-0.7	CCCc1nnc(NC(=O)CCC(=O)Nc2ccc(Br)cc2)s1
-5.0	1.3	-0.6	16.6	1.4	9.3	i	-3.6	6.1	-4.1	CN(CCC#N)C(=O)COC(=O)c1ccc2c(=O)n3c(nc2c1)CCC3
-22.0	0.3	-2.7	19.9	-0.4	-2.8	i	-1.6	6.8	6.2	Cc1cnc(CNC(=O)c2ccc(OC3CCN(C(=O)C4CC4)CC3)cc2)cn1
2.2	-4.6	-0.5	11.5	-0.5	1.2	i	1.8	10.9	1.1	Cc1ccc(NC(=O)c2cc(S(=O)(=O)N3CCCCC3)ccc2N2CCOCC2)cc1F
0.9	1.0	-1.7	7.9	-2.8	-3.9	i	5.6	5.2	3.3	CCOC(=O)CNC(=O)Cn1cnc2c(nnn2-c2cccc(OC)c2)c1=O
-0.1	0.7	2.0	27.9	-3.6	6.1	i	13.3	0.1	4.7	COc1ccc(-c2oc3c(OC)c(OC)c(OC)c(O)c3c(=O)c2OC)cc1OC

# Reprinted from the part before: five compounds; new compounds follow.
GSK3beta inhib	Platelet DG rel	GSK3 alpha inh	AI-2 QS modul	HSP90 inh	HDAC3 inh	PolyA inhibitor	DYRK1A inh	HSF1 activator	HSF1 inh	SMILES
-5.0	1.3	-0.6	16.6	1.4	9.3	i	-3.6	6.1	-4.1	CN(CCC#N)C(=O)COC(=O)c1ccc2c(=O)n3c(nc2c1)CCC3
-22.0	0.3	-2.7	19.9	-0.4	-2.8	i	-1.6	6.8	6.2	Cc1cnc(CNC(=O)c2ccc(OC3CCN(C(=O)C4CC4)CC3)cc2)cn1
2.2	-4.6	-0.5	11.5	-0.5	1.2	i	1.8	10.9	1.1	Cc1ccc(NC(=O)c2cc(S(=O)(=O)N3CCCCC3)ccc2N2CCOCC2)cc1F
0.9	1.0	-1.7	7.9	-2.8	-3.9	i	5.6	5.2	3.3	CCOC(=O)CNC(=O)Cn1cnc2c(nnn2-c2cccc(OC)c2)c1=O
-0.1	0.7	2.0	27.9	-3.6	6.1	i	13.3	0.1	4.7	COc1ccc(-c2oc3c(OC)c(OC)c(OC)c(O)c3c(=O)c2OC)cc1OC
-0.6	3.8	-1.0	13.3	-0.7	-3.5	i	5.1	-7.2	-5.5	COc1ccc(CCNC(=O)COc2ccc([N+](=O)[O-])cc2)cc1
-1.7	2.0	.	13.7	.	.	i	6.4	-0.7	-4.1	COC(C[C@@H](O)CC(=O)[C@H](C)OCc1ccccc1)OC
-1.0	1.0	-1.4	2.1	-4.8	-4.7	i	12.9	-14.4	1.1	COc1cc(OC)c(S(=O)(=O)Nc2ccccc2N2CCCCC2)cc1NC(C)=O
-7.6	7.2	-0.5	16.9	3.3	-4.5	i	-3.5	-9.1	-0.4	CCCNCc1cc(OC)c(OCCC)cc1Cl
1.9	5.7	-0.5	44.9	-0.9	-16.4	i	-0.8	-4.3	-6.4	O=[N+]([O-])c1ccc(C[n+]2cccc3ccc4cccnc4c32)cc1
-3.7	4.5	0.7	14.9	-2.4	-2.0	i	-2.1	-21.3	-10.5	COCCNC(=O)c1cccc(OC2CCN(Cc3ccc(F)c(OC)c3)CC2)c1
-0.3	1.1	.	26.5	-3.6	1.8	i	-1.2	27.9	7.6	Cc1ccc(C(=O)Nc2ccc(C(=O)N/N=C/c3c[nH]c4ccccc34)cc2)cc1
1.4	-12.4	-3.8	14.3	-1.4	1.7	i	5.6	37.9	15.0	Cc1cc2ncn(C(=O)N3CCCCC3)c2cc1C
3.2	-17.0	.	17.8	0.0	.	i	0.7	8.4	1.1	COc1ccc(NC(=O)N(Cc2ccc(C)cc2)Cc2cccnc2)c(OC)c1
-0.4	-7.4	4.0	18.9	-2.4	-0.1	i	2.0	6.0	3.2	CC(=O)Nc1nc(-c2ccc3c(c2)CCN3C(=O)C2CC2)c(C)s1
-4.1	-2.4	0.9	63.6	.	-0.3	i	1.4	0.3	-3.9	Cc1ccc2nc(SCC(=O)Nc3ccccc3F)nc(=O)n2c1
0.3	-2.8	-2.5	15.5	0.5	-8.9	i	-3.3	2.9	-0.7	CC(=O)Nc1cccc(OCCCNS(=O)(=O)c2ccc(C#N)cc2)c1
1.7	-0.6	0.2	16.5	-1.9	1.2	i	.	6.0	-8.6	COc1ccc(CN2CCN(Cc3ccc(C)cc3)C(CCO)C2)cc1OC (stereo not drawn)
1.1	-3.5	-1.4	23.5	1.0	3.0	i	0.8	11.7	5.4	CCOC(=O)c1c(C)[nH]c(C)c1C(=O)CSc1nnnn1-c1ccccc1
-4.1	9.7	0.2	8.1	-3.2	3.3	i	.	-9.0	-6.4	Nc1nc(Cl)c(C=O)c(N2CCCCC2)n1
-0.4	0.3	1.2	5.0	3.1	1.4	i	-7.1	2.9	7.5	COc1ccc(C(=O)N2CC=C(c3ccccc3)CC2)cc1S(=O)(=O)N1CCOCC1
-1.6	1.4	9.5	12.3	-2.4	-2.7	i	2.7	6.1	-0.3	CC(C)N1CCN(Cc2cn[nH]c2C2CCCCC2)CC1CCO (stereo not drawn)
-1.0	-10.7	-2.3	34.9	-1.9	0.7	i	7.6	-4.4	4.9	O=C(N/N=C/c1c(O)n(-c2ccccc2Cl)c(=O)c2ccccc12)C1COc2ccccc2O1 (stereo not drawn)
2.5	-1.5	-2.4	22.5	-4.5	-2.5	i	-3.0	-7.7	2.0	O=C(CSC1=NCCS1)Nc1cccc(F)c1
2.7	-5.2	-1.6	19.7	.	5.2	i	-5.9	4.9	-5.1	Cc1ccc(CNC(=O)COc2ccc(S(=O)(=O)N3CCOCC3)cc2)cc1
-1.7	-25.1	9.2	0.0	3.4	-3.0	i	.	5.7	-6.5	CC(C)On1c(SCC(=O)N(C)C)nc2ccccc2c1=O
.	-8.2	1.5	28.8	-1.0	-1.7	i	4.2	16.1	1.4	Cc1csc(CNC(=O)c2ccc(OC3CCN(CCc4ccccc4)CC3)cc2)n1
2.5	0.4	2.0	25.5	2.4	0.3	i	-6.9	-2.1	-4.4	CCOC(=O)c1c(NC(=O)C[n+]2ccc(N(C)C)cc2)sc(C)c1C
0.5	-3.3	-3.2	23.6	5.4	-1.8	i	-3.1	-14.1	0.2	Cc1sc2nc(C3CC3)nc(N3CCN(C(=O)c4ccc(F)cc4)CC3)c2c1C
-1.1	-0.7	0.6	30.9	-1.0	11.9	.	.	9.2	-1.3	CCOC(=O)c1cnc(-n2nc(C)cc2C)nc1Nc1ccc(O)cc1
1.3	7.9	0.5	20.5	-0.7	1.4	i	-1.6	15.2	7.5	COc1ccc(S(=O)(=O)Nc2c(NC3CCCCC3)c3ccccc3oc2=O)cc1Cl
2.2	8.8	-0.9	1.6	0.3	-8.5	i	-4.7	2.1	3.6	O=P(COCCOCCOCCOCP(=O)(c1ccccc1)c1ccccc1)(c1ccccc1)c1ccccc1
-0.9	7.8	1.3	1.7	5.4	-1.1	i	4.3	6.9	-5.7	Cn1nnnc1SCC(=O)N1CCN(c2cccc(Cl)c2)CC1
0.7	3.4	1.6	23.4	1.6	-7.9	i	4.0	-1.8	-0.1	CCCCNCC#CCOc1cc(C)ccc1C(C)C
1.2	6.4	-1.7	12.9	-0.5	-7.3	i	-4.3	19.3	10.6	COC(=O)c1ccccc1NC(=O)CSc1nc(NC(=O)c2ccccc2)c2c(C)c(C)oc2n1
-6.7	8.2	-0.3	2.5	2.7	-2.3	i	-0.5	6.3	-6.8	Cn1c(NCCCO)nc2c1c(=O)n(Cc1ccccc1F)c(=O)n2C
-1.7	-3.7	0.2	1.2	3.5	-4.6	i	1.5	22.0	14.1	COc1cccc(C(=O)NNC(=O)c2ccccc2)c1
0.8	.	-1.8	8.1	0.8	-1.4	i	-11.4	24.6	9.9	Nn1c(SCc2cn3ccsc3n2)nnc1-c1ccncc1
-6.1	-2.0	8.8	8.5	-0.4	-3.6	i	-1.8	2.5	-0.1	C=C1CC(C(=O)N/N=C/c2ccc(O)cc2)C1
-1.7	-5.1	4.8	16.4	-3.3	-4.3	i	11.8	-0.3	-2.5	Cc1ccc(/C=N/n2c(C3CCCCC3)n[nH]c2=S)o1
-2.4	-2.6	.	6.9	-0.2	4.3	i	-2.4	28.3	17.8	CCSc1nnc(NC(=O)c2ccc3ccccc3n2)s1
2.3	2.6	-2.4	-1.3	-1.8	-4.3	i	.	-27.5	-5.5	Cc1noc(NS(=O)(=O)c2ccc(NC(=O)C(CC(C)C)N3C(=O)c4ccccc4C3=O)cc2)c1C (stereo not drawn)
0.2	-9.9	-5.6	-3.8	.	4.7	i	8.5	10.6	0.2	O=C(Nc1cc2c3c(c1)CC(=O)N3CCC2)c1ccc(Br)o1
-0.2	9.5	4.5	16.8	1.1	-0.1	.	-2.9	-15.9	-1.6	CC1(C)CC(CC(=O)Nc2ccc([N+](=O)[O-])cc2)C(=O)O1 (stereo not drawn)
-1.7	-2.6	2.3	-5.2	2.3	1.5	i	-4.1	39.6	22.0	COc1cc(C=O)ccc1OCCOCCOc1c(C)cc(Cl)cc1Cl
